# Screens deposited in PubChem BioAssay by several laboratories.
# KCNK3 block: human KCNK3 channel inhibition, primary screen; B-score at 10 µM; 340,000 tested, 0.84% active; O14649; CHO-KCNK3 thallium flux, FluxOR fluorescence; active compounds read low;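 active = B-score under library mean minus 4 SD, starting fluorescence ratio at most library mean plus 5 SD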;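 also: more negative B-score means stronger inhibition of thallium flux through KCNK3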
# Target sequence (O14649 whole entry, looked up): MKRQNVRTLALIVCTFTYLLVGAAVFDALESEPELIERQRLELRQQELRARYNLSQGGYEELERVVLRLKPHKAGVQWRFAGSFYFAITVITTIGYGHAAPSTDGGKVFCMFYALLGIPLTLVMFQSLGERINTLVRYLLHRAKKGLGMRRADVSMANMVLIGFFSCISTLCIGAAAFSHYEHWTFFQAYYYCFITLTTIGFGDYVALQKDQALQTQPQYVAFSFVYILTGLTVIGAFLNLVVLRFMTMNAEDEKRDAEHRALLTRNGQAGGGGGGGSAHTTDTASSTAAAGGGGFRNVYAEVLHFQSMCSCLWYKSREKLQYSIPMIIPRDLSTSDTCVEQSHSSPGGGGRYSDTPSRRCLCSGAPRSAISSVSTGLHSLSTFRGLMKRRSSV
# KCNK9 inh: human KCNK9 channel inhibition | AID 488922 | 310,000 tested, 1.2% active | HEK293 KCNK9, FluxOR thallium flux fluorescence; active compounds read low | B-score at 10 µM;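 active = ratio B-score over 3 SD below the library mean, with starting fluorescence within 5 SD of its mean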;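 also: negative B-score means less thallium flux so channel inhibition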
# Target sequence (Q9NPC2 whole entry, looked up): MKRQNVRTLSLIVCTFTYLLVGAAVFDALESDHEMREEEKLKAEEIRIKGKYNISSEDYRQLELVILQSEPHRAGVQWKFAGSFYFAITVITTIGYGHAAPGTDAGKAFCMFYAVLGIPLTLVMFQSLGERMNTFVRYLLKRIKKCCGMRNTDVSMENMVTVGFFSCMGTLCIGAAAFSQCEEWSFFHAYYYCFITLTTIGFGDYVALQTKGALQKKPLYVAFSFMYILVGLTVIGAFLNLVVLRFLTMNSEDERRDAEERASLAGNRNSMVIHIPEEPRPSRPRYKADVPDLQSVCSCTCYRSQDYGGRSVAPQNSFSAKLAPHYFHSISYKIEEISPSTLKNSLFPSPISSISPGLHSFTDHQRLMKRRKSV
# hERG rescue: compounds protecting human hERG from proarrhythmic drug block | Q12809 | CHO-hERG, FluxOR thallium flux, dofetilide IC70 present | activation (rescue from dofetilide block), less the hit threshold, % at 10 µM | 310,000 tested, 0.51% active | AID 1511;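 active = activation above the mean of controls blocked by dofetilide plus 5 SD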;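 also: thallium influx through hERG after potassium depolarization seen as dye fluorescence rise; in these data hits start at about 4.7%; inactives centre near -7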
# KCNQ1 inh: inhibitors of human KCNQ1 potassium channel. P51787. CHO-K1 KCNQ1, FluxOR thallium flux fluorescence; active compounds read high. B-score at 10 µM. 310,000 tested, 1.3% active. AID 2642;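 active = compounds whose thallium flux B-score, printed positive for inhibition, exceeds three library SD while starting fluorescence stays within three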;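 also: channel opened by potassium depolarization with thallium stimulus after 20 min compound exposure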
# KCNQ1 act: potentiates or activates the human KCNQ1 potassium channel; 310,000 tested, 0.35% active; AID 2648; CHO-K1 KCNQ1, thallium flux FluxOR fluorescence; active compounds read high; B-score at 10 µM;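 active = fluorescence ratio B-score, a plate-corrected score, at least three library SD, with initial intensity B-score within 5 SD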
#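 assay system = CHO-K1 cells stably expressing KCNQ1 | medium = assay buffer, equal DMSO in all wells | timing = 37 °C overnight plating, 90-min dark dye load, 20-min compound pretreatment | measured by = kinetic FluxOR thallium fluorescence, 10-s 1-Hz baseline, 110-s post-stimulus read | measure = fluorescence change relative to baseline, converted to B score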
# TRPC4 potent: allosterically enhances the mouse TRPC4 cation channel | Q9QUQ5 | HEK293 TRPC4beta/mu-opioid, DAMGO EC20, Fluo-4 Ca2+ flux; active compounds read high | B-score at 10 µM | 310,000 tested, 0.42% active | AID 2227;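 active = B-score of calcium response area above 5 SD of library B-scores, with initial fluorescence ratio within 5 SD of library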;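 also: B-score of integrated fluorescence ratio over time as area under calcium response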
# Platelet DG rel: modulates dense granule release in human platelets; human platelet-rich plasma, SFLLRN dense granule ATP release, luminescence; inhibition, %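 (compounds screened at 7.5 µM in platelet-rich plasma)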; 300,000 tested, 0.22% active;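 active = mean replicate score, as percent of positive control, at or above 50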
# TRPC4 inh: TRPC4 (mouse) channel inhibition | 300,000 tested, 0.39% active | AID 2247 | B-score at 10 µM | HEK293 TRPC4beta/mu-opioid, DAMGO-evoked Fluo4 calcium flux; active compounds read low;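 active = B-score over 3 SD under the library average, no early fluorescence shift, positive overall ratio signal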
#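 System: stable TRPC4beta/mu-opioid receptor HEK293 cells; Dosing: single-point compound dosing; Measured by: Fluo4 Ca2+ flux fluorescence; Read-out basis: per-well B score of integrated baseline-normalized Fluo4 ratio.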
# TRPC4 act: activators of mouse TRPC4 channel | Q9QUQ5 | HEK293 TRPC4beta/mu-opioid, Fluo4 calcium fluorescence; active compounds read high | B-score at 10 µM | 310,000 tested, 0.49% active | AID 2237;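 active = B-score above 5 SD of library B-scores, and initial fluorescence ratio not above library mean plus 5 SD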;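 also: positive B-score marks a calcium rise read as TRPC4 activation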
#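 Material: HEK293 stable line with TRPC4beta plus mu-opioid receptor; technique: Fluo4 calcium-sensitive dye fluorescence, kinetic, 1 Hz baseline; timing: Fluo4 dye loading 45 min at room temperature, 110 s recording; controls: assay buffer as low control, maximal DAMGO as high control; read-out: integrated baseline-normalised fluorescence ratio, converted to per-well B score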
# Dyrk1A ADPGlo: inhibitors of rat Dyrk1A kinase; inhibition, % at 12.5 µM; Q63470; ADP-Glo luminescence, NFATc1 peptide; 310,000 tested, 0.43% active; AID 504441; in the data active = inhibition above about 50%;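 also: plate controls were vehicle with enzyme for no effect and no enzyme for full effect; many of its hits are not listed in these tables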
# PolyA inhibitor: inhibitors of polyadenylation in S. cerevisiae | S. cerevisiae SKY197-pL101 polyadenylation reporter, beta-gal luminescence; efflux-impaired pdr1/pdr3 knockout yeast; score 100 = 6 SD above DMSO | AID 1875 | 300,000 tested, 0.02% active | calls only at 12 µM;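 active = lowest replicate activity score at least 50, where 100 means six control SD above control mean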;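 also: yeast exposed to compound for 9 h at 30 °C; higher score means more reporter readthrough which indicates perturbed polyadenylation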
# Numbers without * were called inactive; i = inactive; x = no result given. Some of the compounds tested; count on the stated rates, not on these rows.
# Labels used below – A = KCNK3 block; B = KCNK9 inh; C = hERG rescue; D = KCNQ1 inh; E = KCNQ1 act; F = TRPC4 potent; G = Platelet DG rel; H = TRPC4 inh; I = TRPC4 act; J = Dyrk1A ADPGlo; K = PolyA inhibitor
> COc1cc(CCC(=O)OCC(=O)Nc2ccccc2C#N)cc(OC)c1OC
  A: i; B: i; C: -11; D: i; E: i; F: i; G: 1; H: i; I: i; J: 0; K: i

> O=C(O)CCCC(=O)NNc1ncnc2ccccc12
  A: i; B: i; C: 0; D: i; E: i; F: i; G: 17; H: i; I: i; J: 2; K: i

> C=CCNC(=S)NNC(=O)c1cccc2ccccc12
  A: i; B: i; C: -11; D: i; E: i; F: i; G: -1; H: i; I: i; J: 2; K: i

> Cc1nc(SCc2cccc(C(=O)O)c2)nc2c1CCCC2
  A: i; B: i; C: -3; D: i; E: i; F: i; G: 10; H: i; I: i; J: -5; K: i

> CCOC(=O)c1c(NC(=S)Nc2ccc(OCC)cc2)sc2c1CCN(C)C2
  A: i; B: i; C: -21; D: i; E: i; F: i; G: x; H: i; I: i; J: -7; K: i

> Cc1ccc(-n2c(SCC(=O)NCCC3=CCCCC3)nc3n[nH]c(C)c3c2=N)cc1Cl
  A: i; B: i; C: -8; D: i; E: i; F: i; G: -2; H: i; I: i; J: x; K: i

> COC(=O)c1cc(S(=O)(=O)Nc2cc(S(=O)(=O)N(C)C)ccc2C)oc1C
  A: i; B: i; C: -4; D: i; E: i; F: i; G: 2; H: i; I: i; J: 2; K: i

> CC1(C)Cc2c(sc3ncnc(NNC(=S)NCc4ccccc4)c23)CO1
  A: i; B: i; C: -6; D: i; E: i; F: i; G: -2; H: i; I: i; J: 12; K: i

> O=C(NC1CCCCC1)N1CCC(c2nc3ccccc3[nH]2)CC1
  A: i; B: i; C: -7; D: i; E: i; F: i; G: -4; H: i; I: i; J: -13; K: i

> Cc1ccc(C(=O)Cn2nc(C(=O)O)c3ccccc3c2=O)cc1C
  A: i; B: i; C: -4; D: i; E: i; F: i; G: -5; H: i; I: i; J: 1; K: i

> Cn1cc(Cl)c(C(=O)N(Cc2ccccc2)c2ccccn2)n1
  A: i; B: i; C: -4; D: i; E: i; F: i; G: 19; H: i; I: i; J: -3; K: i

> Cc1cccnc1NC(=O)Cn1c(=O)oc2ccccc21
  A: i; B: i; C: -8; D: i; E: i; F: i; G: -2; H: i; I: i; J: 8; K: i

> O=C(NN(C(=O)c1ccccc1)c1ccccc1)c1ccccc1
  A: i; B: i; C: -1; D: i; E: i; F: i; G: 2; H: i; I: i; J: 11; K: i

> CC(C)[C@H](NC(=O)NCc1ccco1)C(=O)O
  A: i; B: i; C: -7; D: i; E: i; F: i; G: -10; H: i; I: i; J: -2; K: i

> O=C1C2C3C=CC(C3)C2C(=O)N1c1ccc(-c2nc3ccccc3c(=O)o2)cc1 (stereo unspecified)
  A: i; B: i; C: -6; D: i; E: i; F: i; G: 11; H: i; I: i; J: 1; K: i

> O=C(CN1CCOCC1)Nc1ccc(S(=O)(=O)N2CCCCCC2)cc1
  A: i; B: i; C: -5; D: i; E: i; F: i; G: 2; H: i; I: i; J: -6; K: i

> C#CCOCCOCCOCCNc1nc(N2CCOCC2)nc(N2CCN(C(=O)[C@H](CCCCN)n3cc([C@@H](N)CO)nn3)CC2)n1
  A: i; B: i; C: -4; D: i; E: i; F: i; G: 5; H: i; I: i; J: 3; K: i

> Cc1ccccc1-c1nnc(SCC(=O)N(CC(C)C)c2c(N)n(CC(C)C)c(=O)[nH]c2=O)n1C
  A: i; B: i; C: -14; D: i; E: i; F: i; G: -16; H: i; I: i; J: 1; K: i

> CC(=O)Nc1ccc(-c2ccc3nnc(C)n3n2)cc1
  A: i; B: i; C: -4; D: i; E: i; F: i; G: -1; H: i; I: i; J: 4; K: i

> CC1(OC(=O)C2CCCC2)C(=O)C=C2C=C3CCCN3C=C2C1=O (stereo unspecified)
  A: x; B: i; C: -3; D: i; E: i; F: i; G: 11; H: i; I: i; J: x; K: i

> CC(=O)Nc1cccc(OCc2c(F)cccc2Cl)c1
  A: i; B: i; C: -3; D: i; E: i; F: i; G: 6; H: i; I: i; J: 0; K: i

> COc1ccc2c(c1)SCC(=O)N2C
  A: i; B: i; C: -12; D: i; E: i; F: i; G: -4; H: i; I: i; J: -3; K: i

> CC1CCCCC1NC(=O)c1ccc(CNc2c(N3CCCC3)c(=O)c2=O)cc1 (stereo unspecified)
  A: i; B: i; C: -4; D: i; E: i; F: i; G: -8; H: i; I: i; J: -4; K: i

> COc1ccccc1CC(=O)Nc1cc(OC)c(NC(=O)c2ccccc2)cc1OC
  A: i; B: i; C: -5; D: i; E: i; F: i; G: -3; H: i; I: i; J: -4; K: i

> CN(C)c1ccc(/C=N/NC(=O)C2CC2c2ccccc2)cc1 (stereo unspecified)
  A: i; B: i; C: -20; D: i; E: i; F: i; G: 1; H: i; I: i; J: x; K: x

> O=C(CSc1nc2cc(Cl)ccc2s1)NC(=O)NCc1ccco1
  A: i; B: i; C: -2; D: i; E: i; F: i; G: -3; H: i; I: i; J: 6; K: i

> COC(=O)[C@]1(Cc2ccccc2)N[C@H](c2ccc(-c3ccccc3)cc2)[C@@H]2C(=O)N(C)C(=O)[C@@H]21
  A: i; B: i; C: -12; D: i; E: i; F: i; G: -1; H: i; I: i; J: 2; K: i

> CSCCOC(=O)C1=C(C)NC(=O)NC1c1ccc2c(c1)OCO2 (stereo unspecified)
  A: i; B: i; C: -7; D: i; E: i; F: i; G: 3; H: i; I: i; J: -4; K: i

> O=C(O)c1ccc(N=Nc2c(O)[nH]c3ccc(Br)cc23)cc1
  A: i; B: i; C: -3; D: i; E: i; F: i; G: 6; H: i; I: i; J: 9; K: i

> Cc1ccc(S(=O)(=O)N(CC(=O)N2CCC(C)CC2)c2ccccc2)cc1
  A: i; B: i; C: -8; D: i; E: i; F: i; G: 4; H: i; I: i; J: -2; K: i

> Nc1nc(NCc2ccco2)nc(N2CCN(Cc3ccccc3)CC2)c1[N+](=O)[O-]
  A: i; B: i; C: -11; D: i; E: i; F: i; G: -14; H: i; I: i; J: 19; K: i

> CCn1c(SCC(=O)Nc2cccc(NC(=O)c3cccs3)c2)nnc1-c1ccncc1
  A: i; B: i; C: -7; D: i; E: i; F: i; G: -16; H: i; I: i; J: 4; K: i

> CCOC(=O)c1sc(N2C(=O)C(O)=C(C(=O)c3ccco3)C2c2ccc(C)o2)nc1C (stereo unspecified)
  A: i; B: i; C: -7; D: i; E: i; F: i; G: 10; H: i; I: i; J: -1; K: i

> CCCCNC(=O)c1c[nH]c2ccc(S(=O)(=O)N3CCOCC3)cc2c1=O
  A: i; B: i; C: -7; D: i; E: i; F: i; G: -5; H: i; I: i; J: x; K: i

> O=C(NCC1CCCO1)c1ccc(NC(=O)c2cc(F)c(F)cc2Cl)cc1 (stereo unspecified)
  A: i; B: i; C: -11; D: i; E: i; F: i; G: -1; H: i; I: i; J: -1; K: i

> O=C(Nc1nc2c(Cl)ccc(Cl)c2s1)c1ccco1
  A: i; B: i; C: -8; D: i; E: i; F: i; G: -8; H: i; I: i; J: 19; K: i

> COc1ccc(-n2ccc3ccccc32)cc1
  A: i; B: i; C: -3; D: i; E: i; F: i; G: 4; H: i; I: i; J: 1; K: i

> CC1CCCC(CC(=O)O)(CC(=O)O)C1 (stereo unspecified)
  A: i; B: i; C: -4; D: i; E: i; F: i; G: -3; H: i; I: i; J: -8; K: i

> Cc1cccc(C)c1N1C(=O)c2ccccc2C1=O
  A: i; B: i; C: -10; D: i; E: i; F: i; G: 6; H: i; I: i; J: -1; K: i

> CC1CCN(C2=NC(=O)/C(=C/c3cn[nH]c3-c3ccccc3)S2)CC1
  A: i; B: i; C: -7; D: i; E: i; F: i; G: 15; H: i; I: i; J: -1; K: i

> CCN(C(=O)Cn1c([N+](=O)[O-])cnc1C)c1ccccc1
  A: i; B: i; C: -12; D: i; E: i; F: i; G: 6; H: i; I: i; J: 2; K: i

> CCOCCOc1cccc(C(=O)NC(c2ccccc2)C(C)C)c1 (stereo unspecified)
  A: i; B: i; C: -4; D: i; E: i; F: i; G: 1; H: i; I: i; J: -4; K: i

> CC(=O)c1ccc(NC(=O)CN(c2c(C)cccc2C)S(C)(=O)=O)cc1
  A: i; B: i; C: -11; D: i; E: i; F: i; G: -1; H: i; I: i; J: 0; K: i

> CCOc1ccc(-n2c(=O)[nH]cc(C(=O)Nc3ccc(OC)c(OC)c3)c2=O)cc1
  A: i; B: i; C: -4; D: i; E: i; F: i; G: 10; H: i; I: i; J: 6; K: i

> CCOC(=O)N1CCN(S(=O)(=O)c2ccc(C(=O)Nc3ccc4c(c3)C(=O)NC4=O)cc2)CC1
  A: i; B: i; C: -1; D: i; E: i; F: i; G: 25; H: i; I: i; J: 1; K: i

> COC(=O)c1ccc(CN(c2ccc(C(=O)O)c(O)c2)S(=O)(=O)c2ccc(Cl)c([N+](=O)[O-])c2)cc1
  A: i; B: i; C: -18; D: 7*; E: i; F: i; G: 5; H: i; I: i; J: 1; K: i

> O=C1CC(N2CCN(C/C=C/c3ccccc3)CC2)C(=O)N1Cc1ccc(N2CCCC2=O)cc1 (stereo unspecified)
  A: i; B: i; C: -13; D: i; E: i; F: i; G: 1; H: i; I: i; J: -4; K: i

> Clc1ccc(-c2n[nH]c3c2CCC3)c(Cl)c1
  A: i; B: i; C: -9; D: i; E: i; F: i; G: 5; H: i; I: i; J: 15; K: i
